From PubChem BioAssay
Akt phos inh – Akt phosphorylation inhibition | Neuro2A IGF-stimulated pAkt S473 HTRF, 20 min; active compounds read low | activity change, % for hits at 50 µM | actives 0.32% (n = 360,000) | AID 651550; in the data active = activity change below about -80%; inconclusive = mostly about -51% to -80%; also: % is scaled to controls: 0 for no effect and ±100 for the full control effect
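Single-point screen (50 µM final compound) in Neuro2A cells stimulated 20 min with 6 nM IGF at 37 deg C. After lysis, Ser473-phosphorylated Akt read by HTRF (ex 330 nm, em 615/665 nm) as the 665/615 ratio.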
FUS yeast rescue – suppressors of FUS proteinopathy in yeast; S. cerevisiae FUS-expressing, growth rescue, OD600, 24 h; Potency, µM (series often up to 76.6 µM), without a hit: top-dose growth rescue (activation), hits mostly activators; actives 0.24% (n = 390,000); AID 1347120;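 also: potency is read from the fitted curve at half-maximal effect; plate controls were DMSO vehicle for no effect and reference control for full effect; nearly all actives have a fitted effect of over 55% in size; some results filed as inactive show a strong effect at the top dose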
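Steps: raffinose overnight preculture; dilution to OD 0.005 in 2% galactose minimal medium; compound addition (concentration series); 24hr at 30C, 99% humidity; absorbance read at 600 nm.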
HEK293 tox – cytotoxic in the GLP-1 receptor inverse agonist counter-screen; HEK293 cAMP-luciferase reporter cells, luminescence, 24 h; Potency, µM (series often up to 38.3 µM), for inactives: top-dose activity change, negative = inhibition, actives largely listed as inhibitors; actives 0.13% (n = 410,000);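 also: loss of luciferase light is scored as toxicity; potency is read from the fitted curve at half-maximal effect; % is scaled to controls: 0 for no effect and ±100 for the full control effect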
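A 23 nL compound transfer followed 12 hours of cell culture at 37 deg C; exposure then lasted 24 hr. Luciferase assay detection reagent was dispensed and plates read for luminescence after a 12 min room-temperature wait.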
PTHR1 agonist – activates the human parathyroid hormone receptor PTHR1; Q03431; HEK293 GP2 PTHR1 cells, GloSensor cAMP luminescence, 1 h; Potency, µM (titrated, usually from 115 µM), without a hit: top-dose activation, actives largely listed as activators; actives 0.075% (n = 410,000); AID 743266; also: potency is read from the fitted curve at half-maximal effect; nearly all actives have a fitted effect of over 55% in size; some results filed as inactive show a strong effect at the top dose; inactives centre near -15; many of its hits are not listed in these tables
Target sequence (Q03431 whole entry, looked up): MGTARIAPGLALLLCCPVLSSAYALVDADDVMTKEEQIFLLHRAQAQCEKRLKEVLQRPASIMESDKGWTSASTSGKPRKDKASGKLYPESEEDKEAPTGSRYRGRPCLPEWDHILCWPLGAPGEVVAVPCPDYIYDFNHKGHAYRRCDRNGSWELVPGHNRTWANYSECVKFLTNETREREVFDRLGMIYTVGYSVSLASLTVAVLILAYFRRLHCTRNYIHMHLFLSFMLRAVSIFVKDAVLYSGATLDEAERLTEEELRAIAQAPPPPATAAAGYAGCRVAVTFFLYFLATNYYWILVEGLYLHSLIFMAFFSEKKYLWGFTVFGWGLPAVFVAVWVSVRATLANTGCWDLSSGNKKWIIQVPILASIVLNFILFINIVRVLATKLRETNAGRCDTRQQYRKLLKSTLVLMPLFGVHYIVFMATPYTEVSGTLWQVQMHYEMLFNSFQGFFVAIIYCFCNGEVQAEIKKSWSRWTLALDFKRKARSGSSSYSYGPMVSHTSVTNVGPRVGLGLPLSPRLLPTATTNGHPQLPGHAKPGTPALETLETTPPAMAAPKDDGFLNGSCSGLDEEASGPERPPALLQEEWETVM
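HEK-293-derived GP2 cells expressing PTHR1 and a GloSensor cAMP reporter, 3,000/well, plated overnight, given luciferin plus IBMX (each 0.5 mM as added) for 1 h at 37 °C, then compound for 1 h at 37 °C. Luminescence was read after 15 min at room temperature.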
GLP-1R inv ag – GLP-1 receptor (human) inverse agonism; HEK293 GLP-1R CRE-luciferase, luminescence, 24 h; GLP-1R form is constitutively active; Potency, µM (doses to about 38.3 µM), inactives show at the highest dose activity change, negative = inhibition, actives largely listed as inhibitors; actives 1.6% (n = 410,000); AID 624417; also: potency is read from the fitted curve at half-maximal effect; % is scaled to controls: 0 for no effect and ±100 for the full control effect; nearly all actives have a fitted effect of over 55% in size
Target sequence (P43220 whole entry, looked up): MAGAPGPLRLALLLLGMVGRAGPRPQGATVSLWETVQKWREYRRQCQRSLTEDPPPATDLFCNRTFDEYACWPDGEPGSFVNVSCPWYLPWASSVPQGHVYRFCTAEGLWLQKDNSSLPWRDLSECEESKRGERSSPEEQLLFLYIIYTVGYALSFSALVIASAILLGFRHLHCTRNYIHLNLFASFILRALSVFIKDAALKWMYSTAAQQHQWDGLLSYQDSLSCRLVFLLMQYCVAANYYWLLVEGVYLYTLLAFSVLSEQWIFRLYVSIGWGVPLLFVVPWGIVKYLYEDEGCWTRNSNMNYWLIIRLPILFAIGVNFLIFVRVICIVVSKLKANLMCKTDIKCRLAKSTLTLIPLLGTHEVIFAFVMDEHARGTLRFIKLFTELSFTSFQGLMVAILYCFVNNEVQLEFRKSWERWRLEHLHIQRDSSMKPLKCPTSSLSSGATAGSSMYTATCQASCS
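qHTS in 1536-well format: reporter HEK293 cells expressing constitutive GLP-1R activity in DMEM + 10% Nu serum, 24 hr with compounds at 37 deg C, luminescence read after 12 min with detection reagent.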
TDP43 rescue – TDP-43 toxicity inhibition in yeast; TDP-43 expressing yeast growth rescue, BacTiter-Glo, 24 h; Potency, µM (top dose mostly 46.1 µM), without a hit: top-dose growth rescue (activation), hits mostly activators; actives 1.8% (n = 410,000); also: potency is read from the fitted curve at half-maximal effect; % of control where 0% means no effect; nearly all actives have a fitted effect of over 50% in size
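Yeast expressing TDP-43 (pregrown in raffinose, seeded at OD600=0.02 in galactose medium) exposed to compounds 24 hr at 30 deg C. Growth read by BacTiter-Glo luminescence; rescue of toxicity appears as increased signal.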
aSyn rescue – rescues yeast growth from alpha-synuclein toxicity | Potency, µM (series often up to 46.1 µM), inactives show at the highest dose growth rescue (activation), most hits filed as activators | Yeast expressing alpha-synuclein, growth rescue, BacTiter-Glo, 24 h | actives 0.14% (n = 370,000); also: potency is read from the fitted curve at half-maximal effect; % of control where 0% means no effect; nearly all actives have a fitted effect of over 65% in size
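Screening used galactose-induced yeast with toxic alpha-synuclein levels, exposed to compound for 24 hr at 30 deg C. Cell growth, read with BacTiter-Glo luminescence, gave the measured signal.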
Abeta yeast res – restores growth of yeast expressing A-beta42 peptide. yeast expressing A-beta42, growth rescue, OD600, 48 h; response scale: 0% DMSO, 100% iron-clioquinol control. Potency, µM (highest dose often 46.1 µM), for the others: at the top dose growth rescue, most hits filed as activators. actives 0.063% (n = 410,000); also: potency is read from the fitted curve at half-maximal effect; nearly all actives have a fitted effect of over 55% in size
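Yeast A-beta toxicity model in growth medium with pinned compounds, 48 h at 30 C; growth read as absorbance at 600 nm. Normalized to FeCl3/clioquinol equimolar mix (positive) and DMSO (negative).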
Mm-Cpn inhibitor – inhibitors of Methanococcus maripaludis chaperonin (MmCpn) | purified Mm-Cpn ATPase, ADP Transcreener TR-FRET | Potency, µM (doses to about 76.9 µM), for inactives: at the highest dose activity, negative = inhibition, usual class: inhibitors | AID 504842 | actives 0.031% (n = 330,000); also: potency is read from the fitted curve at half-maximal effect; % is scaled to controls: 0 for no effect and ±100 for the full control effect; nearly all actives have a fitted effect of over 80% in size
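Purified archaeal Mm-CPN (25nM final) preincubated 10 min at 37degC with compound, then 10uM ATP for 30 min at 37degC; ADP measured by HTRF Transcreener TR-FRET; buffer 30 mM TRIS pH 7.4, 100mM KCl, 5mM MgCl2, 1mM DTT.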
* hit, by the source's call; i = inactive; ? = inconclusive; · = no result given; & = joins results of further samples; [ ] = remark or other dose. Unless noted, calls follow the shape of the dose curve; as a rule, active = well fitted curve in the direction sought with a large enough effect; inconclusive = small, poorly fitted or top-dose-only effect, or another doubt; inactive = no such curve, though single readings can be large; an effect the other way counts as inactive or inconclusive. These rows are one share of the data (hit frequency here may not be typical).

Compound	Akt phos inh	FUS yeast rescue	HEK293 tox	PTHR1 agonist	GLP-1R inv ag	TDP43 rescue	aSyn rescue	Abeta yeast res	Mm-Cpn inhibitor
CC(C)[C@H](NC(=O)c1ccco1)C(=O)Nc1ccc(N2CCCCCC2)cc1	i	-9%	3%	i	10%	25%	3%	10%	·
COc1cccc(/C=N/NC(=O)c2ccc(=O)n(C)c2)c1O	i	5%	11%	i	?	-9%	1%	-12%	1%
CN(C(=O)CSc1nnc(C2CC2)n1C)C1CCCc2ccccc21 (stereo not drawn)	i	1%	7%	i	-7%	1%	-3%	4%	1%
COCCN1C(=O)N(C)[C@@H](c2ccccc2)C(C(C)=O)=C1C	i	-21%	0%	i	9%	4%	-5%	-14%	1%
CC(C)(C)c1ccc(CC(=O)N2CCC2(C)C(=O)NS(=O)(=O)c2ccc(Cl)cc2)cc1 (stereo not drawn)	i	15%	7%	-34%[inhibitor]	?	5%	0%	2%	·
CCCCN(CCCC)CCNC(=O)CN1C(=O)CSc2ccc(S(=O)(=O)N3CCCCC3)cc21	i	0%&4%	-19%&-9%	-5%	?	10%&1%	4%	7%&1%	-1%
Cc1ccc(S(=O)(=O)N2CCOCC2)cc1NC(=O)COc1ccc(-c2nnco2)cc1	i	11%	8%[0.307 µM]	i	-12%[0.307 µM]	-26%	-12%	0%	3%
CCN1CCN(C(C(=O)NC2CCCCC2)c2ccnc3ccccc23)CC1 (stereo not drawn)	i	-20%	2%	-25%	12%	23%	-6%	-14%	·
COC(=O)c1sccc1NC(=O)c1cc(-c2ccc(C)cc2C)nc2ccccc12	-117%*	-10%	-2%	-24%[57.5 µM]	-6%	0%	-2%	-8%	-12%
COc1cc2c(cc1OC)C(C)N(C(=O)c1c(-c3ccccc3)noc1C)CC2 (stereo not drawn)	i	15%	?	-12%	?	10%	9%	13%	1%
Cc1cc2oc(=O)cc(-c3cc4ccccc4o3)c2cc1O	i	15%	-18%	i	9%	6%	0%	-3%	-3%
Cc1ccc(NC(=O)CSc2ncnc3ccccc23)cc1S(=O)(=O)N1CCCCCC1	i	32%	5%[1.53 µM]	-50%	?	?	15%	20%	-15%
C/C(=N\NC(=O)c1ccc(CN2CCOCC2)cc1)c1ccc([N+](=O)[O-])cc1	i	-2%	6%	-16%	22%	?	3%	7%	?
Nc1nc(NC(=O)/C=C\C(=O)O)nn1-c1ccccc1	i	11%	2%	8%	-1%	-29%	-25%	-21%	0%
O=C(N/N=C/c1ccccc1OCc1ccccc1Cl)c1cccnc1	i	25%	-15%	-9%	?	-14%[1.82 µM]	1%	16%	3%
CC(C)c1ccc(CN2C(=O)NC3(CCCCCC3)C2=O)cc1	i	-19%	15%	-13%	?	26%	5%	11%	-1%
CCn1c(Cc2ccccc2)n[nH]c1=S	i	-26%	4%	i	12%	14%	-1%	4%	0%
OCC1(CO)COC(/C=C/c2ccccc2)=N1	i	-23%	-18%	-24%	6%	16%	5%	1%	4%
COc1ccc2[nH]c(C(=O)N/N=C/c3ccc(O)cc3O)cc2c1	i	-21%	78%[activator]	-10%	?	2%	0%	-19%	-2%
COc1ccc(O)c(/C=C(\C#N)C(=O)Nc2cccnc2)c1	i	·	3%	-29%	25%	?	6%	4%	0%
CC[n+]1c(/C=C/Nc2ccccc2)oc2ccccc21	·	?	?	i	0%	-27%	-8%	-13%	0%
CCOc1ccc(NC(=O)c2cc(S(=O)(=O)NC3CCCC3)ccc2F)cc1	·	-3%	1%	-29%	?	15%	·	3%	·
Nc1cc(N)nc(SCc2ccccc2Cl)n1	i	-42%	2%	-5%	14%	11%	3%	5%	·
Cc1cccc(C)c1Nc1nnc(SCC(=O)c2ccc3c(c2)NC(=O)CO3)s1	i	·	-10%	i	0%	13%	-2%	6%	-4%
O=C(c1cccc(C(F)(F)F)c1)C1CCCN(C(=O)CN2CCOC2=O)C1 (stereo not drawn)	i	·	-6%	i	2%	-5%	0%	10%	1%
O=C(NNC(=O)C1CCN(Cc2cccc(F)c2)CC1)c1cccc(Cl)c1	i	31%	5%	i	-33%	6%	-7%	14%	0%
N#C/C(=C\c1c[nH]c2ccccc12)c1nnc2n1CCCCC2	i	9%	-25%	-10%	104%[activator]	15%	2%	-5%	-18%
CCOC(=O)N1CCN(C(=O)Cc2ccc(-n3c(=O)[nH]c4ccccc4c3=O)cc2)CC1	-109%*	-9%	1%	i	8%	3%	-1%	6%	1%
Cc1ccc(CNC(=O)c2ccc3c(c2)S(=O)(=O)c2ccccc2C3=O)o1	i	-1%	13%	-6%	68%[activator]	-17%	-8%	-13%	·
Cc1ccc(NC(=O)CCC(=O)c2cccs2)c(O)c1	i	-7%	5%	-24%	8%	8%	-3%	6%	1%
Cc1ccc2c(c1)C(=O)OC(C(=O)Nc1ccccc1C(=O)O)C2 (stereo not drawn)	·	-3%	-6%	?	-6%	0%	·	16%	·
CCC(=O)Nc1cccc(NC(=S)NC(=O)c2ccc(C)cc2)c1	i	-29%	-14%	-40%[inhibitor]	-2%	7%	-4%	3%	1%

More structures follow.
Below each compound – Akt phos inh, FUS yeast rescue, HEK293 tox, PTHR1 agonist, GLP-1R inv ag, TDP43 rescue, aSyn rescue, Abeta yeast res, Mm-Cpn inhibitor
COc1ccc(NC(=O)CC2C(=O)N(c3ccc(F)cc3)C(=S)N2NC(=O)c2ccccc2)cc1 (stereo not drawn)
→ i, -1%, -10%, -1%, -4%, 15%, 0%, 13%, 1%
Cc1ccccc1CSCC(=O)NC(=O)NC(C)(C)C
→ i, -3%, 5%, i, 0%, 3%, 10%, 17%, 1%
CCOC(=O)C(=Cc1ccc2c(c1)OCO2)c1ccccc1
→ i, 31%, 32%[activator], i, ?, -17%, 11%, -14%, ·
CCc1ccc(N(CC(=O)NCc2ccco2)C(=O)CCC(=O)Nc2nccs2)cc1
→ i, 28%, -4%, -10%, ?, -4%, 0%, 3%, 0%
COc1cc(/C=N/NC(=O)C2c3ccccc3Oc3ccccc32)ccc1O
→ i, ·, 4%, -14%, -14%, 1%, -6%, -10%, -2%
CC(=O)Nc1ccc(NC(=O)CS(=O)(=O)Cc2ccccc2)cc1
→ i, ·, -5%, -21%, 11%, 20%, 5%, -4%, 2%
O=[N+]([O-])c1ccccc1/C=N/n1c(-c2ccccc2)n[nH]c1=S
→ i, 14%, -10%, i, 11%, -13%, 1%, -15%, -3%
Cc1ccc(-c2nc(C3CCCN(S(=O)(=O)c4ccc(C(F)(F)F)cc4)C3)no2)cc1 (stereo not drawn)
→ i, 47%, 61%, -9%[57.5 µM], 16%, -12%, -3%, 3%, 0%
COc1ccc(OC)c(-c2nc3cc4ccccc4cc3nc2-c2ccccc2)c1
→ i, -11%, 56%[activator], i, ?, -3%, 3%, -15%, -1%
COc1cccc(NC(=O)CSc2nnc3c(n2)[nH]c2ccc(C)cc23)c1
→ i, 33%, -9%, i, 7%, -25%, -3%, -18%, 1%
O=C(CSc1nnc(-c2cccnc2)o1)Nc1ccccn1
→ i, -9%, -2%, i, -5%, 5%, -7%, 3%, 2%
COc1cccc(CNC(=O)C(NS(=O)(=O)c2cccs2)C(C)C)c1 (stereo not drawn)
→ ·, -3%, 2%, -22%, 6%, -18%, ·, -18%, ·
CCN(CC)CCNC(=O)CS(=O)Cc1nc(-c2ccccc2Cl)oc1C (stereo not drawn)
→ i, 19%, -12%, i, -10%, 20%, 0%, -1%, 0%
CC(C)=CCC[C@H](C)CC1Cc2[nH]c(=S)[nH]c(=O)c2C(c2ccc(Cl)cc2)O1 (stereo partly drawn)
→ i, ?, ?, -62%[inhibitor], ?, 12%, 0%, 1%, ·
O=C(NC1(C(F)(F)F)N=C2SCCN2C1=O)C1CCCCC1 (stereo not drawn)
→ i, ?, -6%, -17%, -20%, 9%, -2%, 11%[9.22 µM], -2%
CCN1CCC(NC(=O)Nc2ccc(F)cc2F)CC1
→ i, 6%, -4%, i, 4%, 0%, -3%, -6%, 2%

4 records picked at random from the list so far, as already listed:
Below each compound – Akt phos inh, FUS yeast rescue, HEK293 tox, PTHR1 agonist, GLP-1R inv ag, TDP43 rescue, aSyn rescue, Abeta yeast res, Mm-Cpn inhibitor
O=C(NC1(C(F)(F)F)N=C2SCCN2C1=O)C1CCCCC1 (stereo not drawn)
→ i, ?, -6%, -17%, -20%, 9%, -2%, 11%[9.22 µM], -2%
COc1cccc(NC(=O)CSc2nnc3c(n2)[nH]c2ccc(C)cc23)c1
→ i, 33%, -9%, i, 7%, -25%, -3%, -18%, 1%
CCN(CC)CCNC(=O)CS(=O)Cc1nc(-c2ccccc2Cl)oc1C (stereo not drawn)
→ i, 19%, -12%, i, -10%, 20%, 0%, -1%, 0%
Cc1ccccc1CSCC(=O)NC(=O)NC(C)(C)C
→ i, -3%, 5%, i, 0%, 3%, 10%, 17%, 1%
